High-throughput results deposited in PubChem by National Center for Advancing Translational Sciences (NCATS).
PTAP TSG101 blk: blocks PTAP/TSG101 interaction to inhibit HIV-1 budding; Fluorescence polarization, FITC-PTAP peptide / Tsg101 binding; Potency, µM (highest dose often 115 µM), for inactives: at the top dose activity change, negative = inhibition, actives largely listed as inhibitors; 340,000 tested, under 10 active; AID 493005; active means well fitted inhibition curve with a large enough effect in the main read-out, with a control signal flat, not every such curve was filed as active; inconclusive means small, poorly fitted or top-dose-only effect, or effect the other way, or a change in a side signal; inactive means no such curve, though single readings can be large or run the other way; further: potency means the concentration at half of the fitted maximal effect; % of control where 0% means no effect
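Fluorescence anisotropy tracks displacement of a FITC-tagged PTAP peptide (50 nM) from the Tsg101 binding domain (10 uM), following a 20 min room-temperature incubation at pH 7.5.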
B2AR arrestin: recruits beta-arrestin to the human beta2-adrenergic receptor | 330,000 compounds, 0.02% hits | Potency, µM (top dose mostly 46.1 µM), inactives show at the highest dose activation, actives largely listed as activators | beta-arrestin recruitment to beta2AR, cell-based reporter;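 further: potency means the concentration at half of the fitted maximal effect; 0% = DMSO controls and full agonism = EC100 isoproterenol or metaproterenol; nearly all actives have a fitted effect of over 65% in size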
Target sequence (P07550 whole entry, looked up): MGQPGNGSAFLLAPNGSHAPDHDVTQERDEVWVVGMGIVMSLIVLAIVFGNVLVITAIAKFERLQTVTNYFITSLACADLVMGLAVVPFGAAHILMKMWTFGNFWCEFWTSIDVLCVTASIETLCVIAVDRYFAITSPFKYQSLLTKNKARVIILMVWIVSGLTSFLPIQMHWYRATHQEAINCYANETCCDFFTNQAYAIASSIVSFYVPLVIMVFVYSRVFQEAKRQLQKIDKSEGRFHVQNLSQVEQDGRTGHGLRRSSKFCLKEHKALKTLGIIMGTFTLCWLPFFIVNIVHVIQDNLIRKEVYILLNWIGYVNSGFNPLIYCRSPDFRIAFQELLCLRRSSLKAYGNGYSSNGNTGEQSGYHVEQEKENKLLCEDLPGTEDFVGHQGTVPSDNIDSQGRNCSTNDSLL
ASM inhibitor: blocks human secretory acid sphingomyelinase. Potency, µM (top dose mostly 57.5 µM), for the others: at the highest dose activity change, negative = inhibition, most hits filed as inhibitors. placental ASM, HMU-PC fluorogenic substrate, 60 min. 340,000 compounds, 0.006% hits. AID 504937; further: potency means the concentration at half of the fitted maximal effect
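qHTS format. ASM enzyme prepared from human placenta hydrolyses the fluorogenic substrate HMU-PC0 (9 uM final) over 60 min at 37 °C after a 10 min compound preincubation.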
USP2a block: blocks human ubiquitin-specific protease USP2a; Potency, µM (highest dose often 38.3 µM), for the others: at the highest dose activity change, negative = inhibition, most hits filed as inhibitors; USP2 core, Ub-CHOP2 coupled fluorogenic reporter, 485/531; 330,000 compounds, 0.01% hits; O75604;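 further: potency means the concentration at half of the fitted maximal effect; plate controls were DMSO wells for no effect and full inhibition by NEM control for full effect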
Target sequence (O75604 whole entry, looked up): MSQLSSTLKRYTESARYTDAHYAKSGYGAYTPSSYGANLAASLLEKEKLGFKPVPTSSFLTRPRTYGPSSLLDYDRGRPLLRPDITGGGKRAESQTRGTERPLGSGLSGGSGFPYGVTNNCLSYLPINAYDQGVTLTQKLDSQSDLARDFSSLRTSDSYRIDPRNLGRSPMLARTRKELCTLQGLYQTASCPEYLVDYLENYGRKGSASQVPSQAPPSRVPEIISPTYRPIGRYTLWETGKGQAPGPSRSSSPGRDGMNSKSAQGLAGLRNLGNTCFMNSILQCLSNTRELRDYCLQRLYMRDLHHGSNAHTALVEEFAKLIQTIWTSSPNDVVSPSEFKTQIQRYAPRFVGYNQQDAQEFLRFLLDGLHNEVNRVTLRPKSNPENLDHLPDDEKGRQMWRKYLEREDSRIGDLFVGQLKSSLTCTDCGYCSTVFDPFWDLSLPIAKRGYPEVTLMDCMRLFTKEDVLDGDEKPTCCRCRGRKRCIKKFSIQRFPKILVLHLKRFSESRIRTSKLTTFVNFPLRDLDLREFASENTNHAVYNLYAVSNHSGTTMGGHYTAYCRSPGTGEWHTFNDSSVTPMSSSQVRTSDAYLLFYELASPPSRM
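Cell-free coupled assay: 10nM USP2 core preincubated 30min RT with compound in Tris-HCl pH 8.0/CaCl2/CHAPS buffer, then 25nM Ub-CHOP2 and 25nM reporter substrate; fluorescence (Ex 485/Em 531) read after 60min RT, normalized to NEM inhibition, concentration-response curves fitted.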
ELG1 genotox: inducers of genotoxicity in HEK293T ELG1-luciferase cells; Potency, µM (highest dose often 46 µM), without a hit: top-dose activity change, positive = activation, most hits filed as activators; HEK293T ELG1-luciferase reporter, luminescence, 16 h; AID 504466; 330,000 compounds, 1.3% hits; further: potency means the concentration at half of the fitted maximal effect; % of control where 0% means no effect; nearly all actives have a fitted effect of over 60% in size
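Quantitative HTS format in 1536-well plates. HEK293T ELG1-luciferase reporter cells receive test compound and are incubated 16 hr at 37 °C, 5% CO2; ONE-Glo added, 30 min room temperature, then luminescence read.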
p53 reactivation: mutant p53 re-activation in reporter cells; 320,000 compounds, 0.063% hits; H1299 p53-A138V BP100-luciferase reporter, luminescence, 24 h; Potency, µM (doses to about 92.2 µM), for inactives: top-dose activity change, positive = activation, hits mostly activators; further: potency means the concentration at half of the fitted maximal effect; % of control where 0% means no effect; nearly all actives have a fitted effect of over 45% in size
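H1299 (p53-null), stable ts p53-A138V + BP100-Luc; 1000 cells/well, Opti-MEM/10% FBS; cpd 4 pt, 1:5; 24 h, 37 deg C, 5% CO2; detection reagent 10 min RT; luminescence.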
uPA surface inh: cell surface uPA generation inhibition. cell surface uPA generation assay, qHTS. Potency, µM (top dose mostly 38.3 µM), for inactives: top-dose activity change, negative = inhibition, hits mostly inhibitors. 330,000 compounds, 0.31% hits. AID 540303; active means well fitted inhibition curve with a large enough effect; inconclusive means small, poorly fitted or top-dose-only effect; inactive means no such curve, though single readings can be large or run the other way; tested in mouse RAW 264.7 cells; further: potency means the concentration at half of the fitted maximal effect; on the % scale 0 is the no-effect control and ±100 the full control effect; nearly all actives have a fitted effect of over 55% in size
a7 integrin act: activates integrin-mediated alleviation for muscular dystrophy; 350,000 compounds, 0.064% hits; Potency, µM (titrated, usually from 38.3 µM), for inactives: at the top dose activation, actives largely listed as activators; alpha7betagal myoblasts, beta-gal FDG fluorescence, 48 h;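 further: potency means the concentration at half of the fitted maximal effect; 100% = response of the positive control SU9516; nearly all actives have a fitted effect of over 60% in size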
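Alpha7betagal+/- myoblasts (passage 13) were plated 16-24 hr, then exposed to compounds (1:260 dilution of DMSO stock) for 48 hours at 37C. After MPER lysis, β-galactosidase reporter activity was read as FDG fluorescence (ex 480/em 540) after 30 minutes.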
Eya2 phos inh: blocks the phosphatase activity of human Eya2; 330,000 compounds, 0.006% hits; AID 488837; O00167; recombinant Eya2, OMFP fluorescence dephosphorylation (OMFP is methylfluorescein phosphate); Potency, µM (series often up to 76.9 µM), inactives show at the highest dose activity, negative = inhibition, most hits filed as inhibitors; further: potency means the concentration at half of the fitted maximal effect; on the % scale 0 is the no-effect control and ±100 the full control effect
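Eya2 protein (added as 0.2 uM solution) was preincubated with compound for 10 min at ambient temperature in 50 mM HEPES pH 7.5, 50 mM NaCl, 5 uM MgCl2, 0.05% BSA, 1 mM DTT. OMFP (added at 50 uM) then reacted 10 min; fluorescence read at 485/525 nm.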
TRPV1 agonist: agonists of human vanilloid receptor 1 (TRPV1); Q8NER1; TRPV1-expressing cells, Fluo-8 calcium influx, agonist mode; activation, % at 8.33 µM; 320,000 compounds, 0.19% hits; in the data active means activation above about 80%; inconclusive means between about 30% and that limit; further: 0% is about no effect
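TRPV1-expressing cells were cultured overnight at 35.5C and loaded with Fluo-8 calcium dye for 40 to 90 min at room temperature. After a 10 s baseline, compound was added and calcium influx was read kinetically for 3 min (ex 480/em 520 nm).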
BRCA1 expr up: increases BRCA1 expression; MCF7-BRCA1-FFLuc reporter, luminescence, 48 h; response scale: scaled: vehicle 0%, 10 µM genistein 100%; Potency, µM (doses to about 46.1 µM), for inactives: top-dose activation, actives largely listed as activators; 380,000 compounds, 1.1% hits; AID 624202; further: potency means the concentration at half of the fitted maximal effect; nearly all actives have a fitted effect of over 80% in size; some results filed as inactive show a strong effect at the top dose
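Activators of BRCA1 expression were detected as increased firefly luciferase luminescence in engineered MCF7 cells after 48 h compound incubation. Signals were scaled to genistein 10 microM as full activation.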
The depositor's hits bear a star; ? = inconclusive; / = not tested or not shown; [ ] = another dose, or the depositor's remark. Unless noted, the call rests on the fitted dose curve; in most records, active means well fitted curve in the direction sought with a large enough effect; inconclusive means small, poorly fitted or top-dose-only effect, or another doubt; inactive means no such curve, though single readings can be large; an effect the other way counts as inactive or inconclusive.

SMILES | PTAP TSG101 blk | B2AR arrestin | ASM inhibitor | USP2a block | ELG1 genotox | p53 reactivation | uPA surface inh | a7 integrin act | Eya2 phos inh | TRPV1 agonist | BRCA1 expr up
COc1ccc2oc(C(=O)OCC(=O)NCC3CCCO3)c(C)c2c1 (centres undefined) | -1% | -1.7% | 1% | 2% | 17% | 5% | -11% | 28% | -1% | 0 | -20%
CN(Cc1ccccc1)c1ccc(N2C(=O)CCCC2=O)cc1[N+](=O)[O-] | 0% | -2.0% | -4% | 4% | 1% | -1% | 2% | 5% | 2% | 1 | -14%
Cc1nnc(NC(=O)C2CCCN(c3ncccn3)C2)s1 (centres undefined) | 0% | -0.1% | 3% | -3% | 4% | 5% | / | 24% | -16% | -4 | 32%
COCCN(Cc1cc2cc(C)c(C)cc2nc1Cl)C(=O)N1CCOCC1 | -6% | 0.3% | 5% | -1% | 4% | -1% | 2% | -13% | -8% | 1 | -7%
Cc1nn2c(NCc3ccccn3)cc(C(C)(C)C)nc2c1-c1ccccc1 | -4% | -0.2% | -4% | 0% | -5% | 4% | -14% | -73%[inhibitor] | -22% | ? | -58%
COC(=O)c1sccc1S(=O)(=O)Nc1ccc(N2CCCCC2)cc1 | -4% | -0.4% | 2% | -1% | -4% | -2% | -2% | 0% | -27% | 22 | 0%
COc1cc(OC)cc(-c2c(-c3ccc(F)cc3)c3cc(Br)ccc3n2C)c1 | 3% | -0.1% | 0% | 0% | 0% | 19% | 3% | 0% | 4% | 2 | -18%
O=C(CC1Sc2ccccc2NC1=O)NNc1ccc(Cl)c(Cl)c1 (centres undefined) | -4% | / | -6% | / | / | / | -3% | -28% | / | / | -37%
Clc1ccc(CSc2nnc(-c3c[nH]c4ccccc34)o2)cc1 | -6% | 0.0% | -17% | 0% | 6% | 9% | 5% | 6% | -21% | 2 | 14%
CN(CC(=O)Nc1ccccc1Cl)C(=O)Cn1cc(C(F)(F)F)cc(Cl)c1=O | -2% | 0.1% | 3% | 2% | -2% | 10% | 3% | -2% | 16% | -1 | -5%
COc1ccc(/C=C/C(=O)OCC(=O)Nc2ccc(Cl)cn2)cc1 | 2% | 0.0% | 3% | -3% | -1% | 9% | -8% | -25% | 5% | 0 | -10%
O=C(COCc1cc(-c2ccco2)on1)NC1CCCCC1 | -4% | -1.1% | -1% | 5% | 1% | 5% | -25% | 14% | -3% | 26 | 14%

In the list so far, 5 contain a Cl atom:
SMILES | PTAP TSG101 blk | B2AR arrestin | ASM inhibitor | USP2a block | ELG1 genotox | p53 reactivation | uPA surface inh | a7 integrin act | Eya2 phos inh | TRPV1 agonist | BRCA1 expr up
COCCN(Cc1cc2cc(C)c(C)cc2nc1Cl)C(=O)N1CCOCC1 | -6% | 0.3% | 5% | -1% | 4% | -1% | 2% | -13% | -8% | 1 | -7%
O=C(CC1Sc2ccccc2NC1=O)NNc1ccc(Cl)c(Cl)c1 (centres undefined) | -4% | / | -6% | / | / | / | -3% | -28% | / | / | -37%
Clc1ccc(CSc2nnc(-c3c[nH]c4ccccc34)o2)cc1 | -6% | 0.0% | -17% | 0% | 6% | 9% | 5% | 6% | -21% | 2 | 14%
CN(CC(=O)Nc1ccccc1Cl)C(=O)Cn1cc(C(F)(F)F)cc(Cl)c1=O | -2% | 0.1% | 3% | 2% | -2% | 10% | 3% | -2% | 16% | -1 | -5%
COc1ccc(/C=C/C(=O)OCC(=O)Nc2ccc(Cl)cn2)cc1 | 2% | 0.0% | 3% | -3% | -1% | 9% | -8% | -25% | 5% | 0 | -10%

Next entries
SMILES | PTAP TSG101 blk | B2AR arrestin | ASM inhibitor | USP2a block | ELG1 genotox | p53 reactivation | uPA surface inh | a7 integrin act | Eya2 phos inh | TRPV1 agonist | BRCA1 expr up
COc1ccc2nc(Nc3nc(C)c(C(C)=O)s3)sc2c1 | -1% | -0.6% | 70%[activator] | -2% | ? | ? | -12% | -42% | -27% | 2 | ?
O=C1CC(c2ccc3c(c2)OCO3)c2cc3c(cc2N1)OCO3 (centres undefined) | -4% | / | -1% | / | / | / | -3% | -26% | / | -5 | -29%
CCOc1ccc(/C=C2\CCc3ccccc3C2=O)cc1 | -6% | -0.1% | 4% | 3% | ? | ? | -1% | 16% | -11% | 22 | ?
N#Cc1c(/N=C/N2CCOCC2)sc2c1CCCCC2 | -9% | -0.9% | -1% | -1% | 5.8µM* | ? | -4% | -26% | -10% | ? | ?
CCOC(=O)c1sc(NC(=O)C2CC2)nc1C | -4% | -0.6% | 3% | 2% | 5% | ? | 9% | 29% | 5% | 5 | -4%
COc1ccc(NC(=O)CSc2nc(SC)ns2)c(OC)c1 | -1% | 0.3% | -4% | 2% | ? | 25% | 4% | -11% | -7% | -1 | 88%
Oc1ccc(-c2cn3c(n2)SCC3)cc1O | -2% | 0.0% | 0% | -1% | ? | 22% | -7% | -39% | -20% | 12 | 55%
O=C(COC(=O)c1ccc(S(=O)(=O)N2CCOCC2)cc1)Nc1ccccc1OC(F)F | 1% | 0.2% | 1% | 4% | 0% | 0% | 1% | -4% | 3% | / | 1%
COc1cccc(N2CC(C(=O)Nc3ccc(F)cc3)CC2=O)c1 (centres undefined) | -7% | 0.9% | 5% | 3% | 1% | -2% | -48% | ? | -10% | 1 | 19%
COc1ccc(-n2nnnc2SCC(=O)Nc2ccccc2N2CCOCC2)cc1 | 0% | -0.3% | 2% | -4% | -15% | -7% | 1% | 7% | -16% | 5 | 1%
O=C(CN1C(=O)c2cccc([N+](=O)[O-])c2C1=O)NNC(=O)c1ccc(F)cc1 | -2% | 0.1% | 1% | 4% | -1% | 4% | 12% | 0% | 10% | / | 6%
CCOCCn1c(CN2CCN(C(=O)c3ccco3)CC2)nc2c1c(=O)n(C)c(=O)n2C | -5% | -0.3% | -3% | 0% | -1% | 17% | 4% | -12% | -15% | 2 | 0%
O=C(NCc1cccs1)C1CC(=O)N(C2CCCC2)C1 (centres undefined) | -8% | -0.5% | 2% | 0% | 0% | -6% | 13% | 11% | 0% | -7 | 0%
CCOC(=O)c1sc(=S)n(-c2ccc(C)cc2)c1N | -1% | -0.1% | -4% | 0% | -11% | 4% | 2% | -29% | -2% | -1 | -25%
COC(=O)Cn1cnc(C(=O)Nc2ccc(C)c(C)c2)n1 | 1% | -1.0% | 0% | 1% | 7% | 6% | -21% | 6% | 5% | / | 3%
O=C(/C=C/c1ccccc1Cl)NCCCn1ccnc1 | -1% | -0.8% | -3% | 0% | -1% | 26% | 0% | -16% | 7% | 1 | -23%
O=C(O)CSc1nnc(-c2ccncc2)n1CCc1ccccc1 | -3% | -0.2% | -1% | 2% | 0% | -9% | / | 7% | 28% | 0 | 3%
C[C@H](CO)N1C[C@H](C)[C@@H](CN(C)C(=O)Nc2ccc(C(F)(F)F)cc2)Oc2c(NS(=O)(=O)c3ccccc3)cccc2C1=O | -4% | -0.9% | -20% | 5% | 0% | -2% | 4% | -22% | -8% | / | -34%
Cc1ccc(C)c2[nH]c(=O)c(CN(Cc3nnnn3C3CCCCC3)CC3CCCO3)cc12 (centres undefined) | -11% | -0.5% | -5% | -2% | -9% | 4% | -10% | -13% | 29% | 5 | -37%
O=c1[nH]ncc(N/N=C\c2cccs2)c1Cl | 0% | 0.0% | 0% | 0% | 21µM* | -4% | -3% | ? | 0% | -2 | -25%
O=C1/C(=C/c2ccccc2F)SC(=S)N1CCC(=O)N1CCCCC1CCO (centres undefined) | -1% | 0.1% | -11% | -9% | -11% | ? | -11% | -34% | 1% | 1 | -62%
O=C(CCc1ccccc1)NN1C(=O)C2C3C=CC(O3)C2C1=O (centres undefined) | 0% | 0.3% | 1% | 0% | 1% | -2% | 5% | 0% | -4% | 1 | -3%
O=C(CN1CCN(Cc2ccccc2F)C1=O)NCCN1CCOCC1 | -7% | 0.1% | -2% | 0% | 0% | 3% | 12% | -11% | -12% | / | -4%
Cc1ccc(CN2CCN(/N=C/c3cccnc3)CC2)cc1 | 0% | -0.4% | 5% | 1% | 1% | -3% | -4% | -28% | 3% | 1 | -2%

No enrichment for hits (roughly 2.6% active in at least one column).
